Neddylation inh: cullin neddylation inhibition; P61081+Q13564; AID 651699; 360,000 compounds, 0.58% hits; TR-FRET cullin neddylation, biochemical; calls only at 25 µM; in the data active = inhibition above about 36%
Rpn11 inh: blocks the human proteasome subunit Rpn11. calls only at 20 µM. human 26S proteasome, Ub4-pepOG fluorescence polarization; 20S core pre-blocked with epoxomicin. AID 588493. O00487. 360,000 compounds, 0.59% hits;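 active = inhibition at 20 µM, scaled to each plate's controls, above about 33%, limit read from the data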
STEP inh: blocks human striatal-enriched tyrosine phosphatase | P54829 | recombinant STEP, OMFP fluorogenic substrate, fluorescence | inhibition, % at 20 µM | 360,000 compounds, 0.25% hits | AID 588621;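 active = inhibition at 20 µM, scaled per plate between control wells, above about 37%, limit read from the data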;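 note: 0% = DMSO with enzyme and substrate and 100% = substrate only without enzyme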
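Measure: Control-normalized % inhibition with plate pattern correction | Test system: STEP phosphatase, cell-free reaction | Medium: pH 6.0 Bis-Tris with DTT and Tween 20 | Technique: Fluorescence, 480/540 nm | Times: Reaction 20 min, ambient temperature | Doses: Single compound dose of 20 µM, 1% DMSO final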
Scp-1 inhibitor: blocks human Scp-1 phosphatase activity; Q9GZU7; Recombinant Scp1, phosphopeptide, malachite green phosphate absorbance; inhibition, % at 20 µM; 340,000 compounds, 0.88% hits; AID 493091;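 active = inhibition above about 50% at 20 µM, limit read from the data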;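 note: plate controls were DMSO wells with enzyme for no effect and wells lacking enzyme for full effect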
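Incubation: 45 min enzyme reaction at room temperature / System: truncated SCP-1 phosphatase (76-261aa) / Reagent: Phospho 17-mer peptide substrate / Buffer or medium: Acidic Tris acetate buffer with magnesium and detergent / Signal: absorbance at 630 nm / Doses: one concentration, 20 µM, with 1.0% DMSO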
Rin1-Abl PPI inh: blocks binding of human Rin1 to Abl; P00519+Q13671; inhibition, % at 7.35 µM; TR-FRET Rin1/Abl binding, biochemical; 360,000 compounds, 0.4% hits; in the data active = inhibition above about 5%, passing the limit was not always enough
Target sequence (P00519 whole entry, looked up): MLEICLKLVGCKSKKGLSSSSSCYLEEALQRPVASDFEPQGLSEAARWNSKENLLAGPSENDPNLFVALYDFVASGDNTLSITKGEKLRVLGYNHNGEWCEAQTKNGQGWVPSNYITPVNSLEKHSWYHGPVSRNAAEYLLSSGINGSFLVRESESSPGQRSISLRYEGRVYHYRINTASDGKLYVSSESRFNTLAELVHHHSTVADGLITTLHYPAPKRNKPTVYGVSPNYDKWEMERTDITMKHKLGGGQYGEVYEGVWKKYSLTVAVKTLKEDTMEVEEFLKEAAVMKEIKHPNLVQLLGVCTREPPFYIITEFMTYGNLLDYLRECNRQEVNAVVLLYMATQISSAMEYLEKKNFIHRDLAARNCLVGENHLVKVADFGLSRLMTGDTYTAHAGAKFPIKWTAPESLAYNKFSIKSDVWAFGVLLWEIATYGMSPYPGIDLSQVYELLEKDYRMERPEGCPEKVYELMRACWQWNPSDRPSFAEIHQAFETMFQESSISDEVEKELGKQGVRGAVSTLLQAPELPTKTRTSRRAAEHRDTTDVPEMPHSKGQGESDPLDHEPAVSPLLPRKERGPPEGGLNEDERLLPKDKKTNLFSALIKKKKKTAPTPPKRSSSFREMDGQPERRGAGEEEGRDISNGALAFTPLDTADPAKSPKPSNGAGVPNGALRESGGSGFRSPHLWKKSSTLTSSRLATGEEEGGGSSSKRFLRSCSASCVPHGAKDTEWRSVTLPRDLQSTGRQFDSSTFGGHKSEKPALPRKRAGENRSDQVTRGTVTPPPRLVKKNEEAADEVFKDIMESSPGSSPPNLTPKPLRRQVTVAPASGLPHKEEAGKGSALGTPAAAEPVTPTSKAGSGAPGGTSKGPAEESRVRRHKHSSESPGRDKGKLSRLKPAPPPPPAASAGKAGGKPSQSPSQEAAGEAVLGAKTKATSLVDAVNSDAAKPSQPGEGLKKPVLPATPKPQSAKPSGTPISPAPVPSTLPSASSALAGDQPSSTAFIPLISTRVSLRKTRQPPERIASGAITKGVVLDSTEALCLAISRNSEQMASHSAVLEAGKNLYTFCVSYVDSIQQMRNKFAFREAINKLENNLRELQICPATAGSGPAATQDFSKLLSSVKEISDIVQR
Target sequence (Q13671 whole entry, looked up): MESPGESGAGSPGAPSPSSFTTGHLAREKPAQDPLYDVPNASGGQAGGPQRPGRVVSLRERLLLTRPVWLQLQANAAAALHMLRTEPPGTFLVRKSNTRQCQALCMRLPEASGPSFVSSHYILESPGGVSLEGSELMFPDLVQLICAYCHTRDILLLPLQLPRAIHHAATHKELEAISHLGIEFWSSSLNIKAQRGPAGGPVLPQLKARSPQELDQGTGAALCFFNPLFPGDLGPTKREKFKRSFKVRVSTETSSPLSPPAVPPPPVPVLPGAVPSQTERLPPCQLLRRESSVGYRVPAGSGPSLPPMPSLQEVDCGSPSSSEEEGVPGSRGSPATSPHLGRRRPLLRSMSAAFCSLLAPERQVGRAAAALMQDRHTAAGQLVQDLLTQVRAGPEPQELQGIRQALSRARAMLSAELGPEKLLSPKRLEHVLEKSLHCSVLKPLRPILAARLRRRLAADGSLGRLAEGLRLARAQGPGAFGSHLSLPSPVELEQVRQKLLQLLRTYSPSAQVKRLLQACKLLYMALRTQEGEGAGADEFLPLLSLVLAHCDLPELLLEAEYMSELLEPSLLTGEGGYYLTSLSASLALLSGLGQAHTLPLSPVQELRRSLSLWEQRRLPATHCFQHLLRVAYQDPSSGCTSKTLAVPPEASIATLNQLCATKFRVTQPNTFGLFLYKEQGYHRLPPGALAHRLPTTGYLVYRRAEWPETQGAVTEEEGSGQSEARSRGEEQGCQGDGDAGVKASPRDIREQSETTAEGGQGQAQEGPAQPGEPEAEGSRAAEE
CSN deneddyl inh: CSN deneddylation inhibition; 360,000 compounds, 0.38% hits; inhibition, % at 12.5 µM; Purified CSN, SCF-Nedd8-OG deneddylation, fluorescence polarization; Q92905; AID 651999;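 active = pattern-corrected inhibition above about 35%, with an unprinted fluorescence ratio check between 0.5 and 1.5, limit read from the data, passing the limit was not always enough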;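 note: 0% = enzyme with substrate and 100% = substrate without enzyme; some results filed as inactive read as strong as hits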
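assay system = purified human Csn5 enzyme expressed in HEK293T cells | amount = 0.24 nM enzyme | buffer or medium = Tris/NaCl/DTT buffer, pH 7.5 | reagent = 10 nM SCFSkp2-Nedd8OG | compound = one concentration, 12.5 µM, 0.25% DMSO | times = 90 min reaction at room temperature | signal = FP | read-out basis = % inhibition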
LMPTP inh: blocks human LMPTP phosphatase; recombinant LMPTP-A, OMFP fluorogenic substrate, fluorescence intensity; inhibition, % at 20 µM; 360,000 compounds, 0.22% hits;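 active = compounds that cut the enzyme signal by at least half of the control window in the single-dose screen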;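 note: plate controls were DMSO wells with enzyme plus substrate for no effect and substrate without enzyme for full effect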
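Test system: LMPTP-A phosphatase enzyme; input: 0.625 nM LMPTP-A final; reagent: OMFP substrate, 400 µM final; compound dosing: 20 µM single dose, 3% DMSO; incubation: 50 min dark incubation at room temperature; measured by: endpoint fluorescence intensity from OMFP dephosphorylation; measure: % inhibition relative to no-enzyme and uninhibited control wells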
NadD inh: inhibitors of Staphylococcus aureus NadD; purified NadD enzyme, colorimetric absorbance read-out; inhibition, % at 20 µM; 360,000 compounds, 0.78% hits; in the data active = inhibition above about 26%; note: some compounds past the cut are filed as inactive
DNMT1 block: inhibitors of human DNMT1; P26358; DNMT1 molecular beacon, Hinp1I cleavage, fluorescence; inhibition (reported as % activation of signal), % at 10 µM; 360,000 compounds, 0.83% hits; AID 588458; in the data active = inhibition above about 50%
SUMO1-SIM PPI: SUMO1-SIM interaction modulation. SUMO1 binding to a labelled peptide, TR-FRET, 1 h. inhibition, % at 20 µM. 360,000 compounds, 0.33% hits. AID 602429; in the data active = inhibition above about 37%
An asterisk follows results filed as active; i = inactive; . = no result given; + = active, no number.

molecule,Neddylation inh,Rpn11 inh,STEP inh,Scp-1 inhibitor,Rin1-Abl PPI inh,CSN deneddyl inh,LMPTP inh,NadD inh,DNMT1 block,SUMO1-SIM PPI
O=C(O)CC(CC(=O)Nc1ccc(C(=O)O)cc1)c1ccccc1 (stereo not drawn),i,i,0,-7,-3,1,-2.2,-9,3,0
O=C(Nc1cc([N+](=O)[O-])ccc1N1CCCC1)c1cccs1,i,i,4,-2,-7,3,2.1,-7,1,-46
Nn1c(SCc2nc3ccccc3[nH]2)nnc1-c1cccnc1,i,i,-6,-5,0,-1,-2.2,8,-1,1
CCN(CC)CCN1C(=O)C(=O)/C(=C(/O)c2c(C)[nH]c(C(=O)OC)c2C)C1c1ccco1 (stereo not drawn),i,i,-4,-10,-2,0,0.0,1,-2,4
COc1ccc2nc3oc(C(=O)NCCCOC(C)C)cc3cc2c1,.,i,1,-10,-2,0,0.5,-7,2,-17
CCOc1ccc(CCNC(=O)COC(=O)CNS(=O)(=O)c2ccc(NC(C)=O)cc2)cc1OCC,i,i,-2,1,0,3,-2.5,-2,0,-1
COc1ccc(C(=O)Cc2nnc(C)s2)c(OC)c1,i,i,5,-1,-1,2,0.1,0,-11,0
Nc1c(C(=O)Nc2ccc3c(c2)OCCO3)nnn1Cc1ccc(F)cc1,+,i,2,-6,-1,-2,-0.6,-3,2,3
O=C(CS(=O)(=O)c1cn(CC(=O)N2CCCC2)c2ccccc12)Nc1ccccc1,i,i,4,-4,-1,0,0.5,0,0,2
O=C(CN1C(=O)C2C3CCC(C3)C2C1=O)OCC(=O)c1ccccc1 (stereo not drawn),i,i,-3,-6,2,-6,-0.7,-5,1,2
Nc1nccc(/C=C/c2c(F)cccc2Cl)n1,i,i,-2,-1,-3,2,1.1,-1,2,-8
Cc1cc(NC(=O)CN2C(=O)NC3(CCC(C)CC3)C2=O)no1 (stereo not drawn),i,i,1,-3,-2,-2,-0.7,3,1,-3
COc1ccc(-c2nnc(NC(=O)C(C)C)o2)cc1,i,i,0,-15,3,13,-0.7,1,7,-3
c1ccc(C2Nc3cccc4cccc(c34)N2)cc1,i,i,4,41,3,-6,3.4,12,-29,-3
Cc1c(/C(O)=C2/C(=O)C(=O)N(CCN3CCOCC3)C2c2ccccn2)cnn1-c1ccccc1 (stereo not drawn),i,i,2,-1,-4,0,-2.3,-1,-3,-10
CCCCCCN1C[C@@H](n2cc(COC(=O)c3ccccc3)nn2)[C@H](O)C[C@@H]1c1ccc(Cl)cc1,i,i,-3,.,-3,8,-0.6,1,2,-1
COc1cc(/C=C2\C(C)=C(C#N)c3nc(N)c(C#N)c(C)c32)ccc1OCC(=O)O,i,i,0,0,-4,5,10,11,-3,45*
CCOc1ccc(C(=O)Cn2cnnc2C#N)cc1,i,i,0,-2,2,5,-1.1,-9,-2,1
S=c1[nH]nc(CSc2nc3ccccc3s2)n1Cc1ccccc1,i,i,-1,-6,-2,-4,-1.1,-1,-4,1
COc1ccc(C2c3ccsc3CCN2C(C)=O)cc1 (stereo not drawn),i,i,-2,-14,-5,-4,-0.4,0,2,-4
O=C(CCNC(=O)c1ccccc1Cl)NCC1CCCO1 (stereo not drawn),i,i,2,-11,2,2,-0.8,-4,8,7
O=C(N1CCCC1)C12CC3CC(C1)CC(C(=O)N1CCCC1)(C3)C2,i,i,-1,-3,-1,3,0.5,0,8,-1
Cc1ccc(CNC(=O)Cn2cnc(S(=O)(=O)N3CCCCC3)c2)o1,i,i,-1,-6,5,-3,0.2,1,0,-3
CCSCc1nnc(SCC(=O)Nc2cccc(SC)c2)n1C,i,i,4,1,3,2,-0.2,-2,-2,2

Just SUMO1-SIM PPI and LMPTP inh (4 entries from above):
mol	SUMO1-SIM PPI	LMPTP inh
O=C(N1CCCC1)C12CC3CC(C1)CC(C(=O)N1CCCC1)(C3)C2	-1	0.5
COc1ccc(-c2nnc(NC(=O)C(C)C)o2)cc1	-3	-0.7
CCCCCCN1C[C@@H](n2cc(COC(=O)c3ccccc3)nn2)[C@H](O)C[C@@H]1c1ccc(Cl)cc1	-1	-0.6
O=C(CCNC(=O)c1ccccc1Cl)NCC1CCCO1 (stereo not drawn)	7	-0.8

Other entries follow:
molecule,Neddylation inh,Rpn11 inh,STEP inh,Scp-1 inhibitor,Rin1-Abl PPI inh,CSN deneddyl inh,LMPTP inh,NadD inh,DNMT1 block,SUMO1-SIM PPI
O=C(O)CC(C(=O)O)C(=Cc1ccccc1)c1ccccc1 (stereo not drawn),i,i,-1,.,4,-2,-1.6,1,8,-1
O=C1[C@H](c2ccccc2)[C@@H](c2ccccc2)N1c1ccncc1,i,i,1,-4,0,4,0.1,4,-1,1
Cc1ccc(CNC(=O)Cn2cncn2)cc1,i,i,-4,-4,-1,9,-1.7,7,1,12
Cc1nc(-c2ccccc2)nc2[nH]c(C(C)C)cc(=O)c12,i,i,-1,0,-1,-5,0.7,1,0,4
CCOc1ccc(C(=O)NCC(=O)Nc2ccc(N3CCOCC3)cc2)cc1OCC,i,i,-2,-2,2,0,-0.5,2,1,-3
Cc1c(C(=O)N2CCCC2)oc2c1-c1nn(CC(=O)NCCCOC(C)C)cc1CC2,i,i,3,4,-1,7,1.6,-1,-2,2
COC(=O)[C@H]1C[C@H]1[C@@H](NC(=O)c1ccc[nH]1)c1ccccc1,i,i,-2,-6,3,0,-0.2,3,7,4
COc1ccccc1CNC(=O)COC(=O)C1CC1,i,i,-1,-8,4,-1,1.9,-3,7,5
CCOCCCNC(=O)C1(O)c2ccccc2NC(=O)N1c1ccc(C)c(C)c1 (stereo not drawn),i,i,1,-4,5,5,-1.5,-3,0,5
C=C1CCC2C(C)(C)[C@H](O)CC[C@@]2(C)[C@@H]1COc1cc(=O)oc2ccccc12 (stereo partly drawn),i,i,0,1,0,1,1.0,7,0,5
CC(OC(=O)c1cc(=O)[nH]c2ccccc12)C(=O)NC1CCCC1 (stereo not drawn),i,i,0,7,3,1,-1.3,-4,4,-12
O=C1COc2ccc(S(=O)(=O)N3CCCCC3)cc2N1,i,i,0,-5,1,3,-1.3,-3,0,-6
Cc1onc(-c2ccccc2)c1C(=O)n1nnc2ccccc21,i,i,-3,-7,-1,1,-2.8,-6,-2,0
CC(=O)Nc1ccc(NC(=O)CSc2nc(=O)n(Cc3cccnc3)c3c2CCC3)cc1,i,i,0,-1,2,4,-0.6,-2,-6,-1
O=C(O)COc1ccccc1/C=N/NC(=O)CSc1nc2ccccc2n1Cc1ccccc1Cl,i,i,0,12,-4,1,0.6,20,-1,3
CCCc1cc(=O)oc2c(C)c(OC(C)C(=O)NCC(O)c3ccccc3)ccc12 (stereo not drawn),i,i,2,-8,0,1,-0.1,-4,1,17
COc1cccc(C(CNC(=O)C2CCN(C(=O)Nc3ccccc3)CC2)N(C)C)c1 (stereo not drawn),i,i,-1,-2,-3,1,-2.3,-4,1,-1
CCCOC(=O)c1ccc(NC(=O)CN(C)Cc2cccs2)cc1,i,i,2,-4,6,2,1.9,-2,-1,3
COC(=O)c1ccc(CNC(=O)COC(=O)CNS(=O)(=O)c2ccc(C)cc2)cc1,i,i,-1,.,-1,-6,-1.4,-3,3,-4
N#CCSc1ccccc1NC(=O)COC(=O)CCN1C(=O)C2CC=CCC2C1=O (stereo not drawn),i,i,-5,-2,3,0,0.5,-7,-1,2
COc1ccc(NC(=O)CSc2nnc(N)s2)cc1,i,i,-1,0,-1,5,-1.7,-3,-2,2
CC(Oc1ccc(C(=O)c2ccccc2)cc1)C(=O)N1CCOCC1 (stereo not drawn),i,i,-1,1,0,0,-1.4,-2,3,7
CCn1c(CN2CCOCC2)nnc1SCC(=O)Nc1ccc(C)cc1,i,i,-2,-10,6,-1,0.0,-7,4,1
CCCC1=Nc2cc(C(=O)N3CCCC3)ccc2Sc2ccc(C)cc21,i,i,0,-1,1,0,1.3,3,-5,0
COc1ccc(C(=O)C(OC(=O)c2ccccc2)c2ccccc2)cc1 (stereo not drawn),i,i,0,-21,0,0,3.2,-7,-7,2
Brc1cc2c(cc1/C=N/Nc1nc3ccccc3s1)OCO2,i,i,1,0,1,-2,-1.1,15,15,-1
COC(=O)c1cc(S(=O)(=O)N2CCN(c3ccccc3F)CC2)c[nH]1,i,i,1,12,3,3,-0.2,8,1,1
O=c1oc(CCO)cc2ccc(-c3ccc4[nH]ccc4c3)cc12,i,i,-2,-6,1,0,0.7,-3,-4,-13
O=C(CSc1nnc(Cc2cccs2)n1C1CCCCC1)N1CCCc2ccccc21,i,i,1,8,-2,-4,0.9,7,-2,1
N#CC1=C(N)N(c2ccc(Oc3ccccc3)cc2)C(=O)C1,i,i,3,-2,-1,7,0.4,14,-10,0
O=C(N/C(=C/c1ccc(Cl)cc1)C(=O)N1CCCC1)c1ccccc1,i,i,-1,-9,0,-3,1.1,-4,2,0
COc1ccc(C(=O)N2CC(=O)Nc3ccc(C)cc3C2c2ccccc2)cc1 (stereo not drawn),i,i,1,-12,-1,-1,0.8,-7,-1,0
CC(C)(C)S(=O)c1cccs1 (stereo not drawn),i,i,3,-4,3,0,-1.5,0,-4,3
Cc1cc(F)ccc1S(=O)(=O)N1CCCOC1CNC(=O)C(=O)NC1CCCC1 (stereo not drawn),i,i,-2,-7,1,2,-0.9,-6,1,0
CCOc1ccc(N2C(=O)CSC23CCCCC3)cc1,i,i,-6,-3,-5,4,0.2,-2,2,-1
O=C(CN1C(=O)C2CC=CCC2C1=O)Nc1ccccc1N1CCCC1 (stereo not drawn),i,i,0,-2,-3,-7,0.1,-1,1,2
CCOC(=O)c1c(NC(=O)CN2CCN(c3cccc(Cl)c3)CC2)sc(C)c1C,i,i,-3,-9,-1,2,-0.9,3,-4,-3
CCN1CNC(=S)N(c2ccccc2OC)C1,i,i,-4,-1,-2,-4,-2.1,2,15,-3
Cc1c(-c2ccccc2)cn2c1-c1ccc(C)n1CC2,i,+,-5,2,3,8,0.7,22,-13,-10
Cc1ccc(CNC(=O)Nc2ccc3c(c2)N(C)C(=O)CS3)cc1,i,i,-2,-5,0,5,1.5,5,-10,0
CC1(C)CC(=O)c2cnc(N3CCN(c4ccccc4)CC3)nc2C1,i,i,-1,-2,-4,2,-0.4,-1,3,0

High-throughput results from PubChem.
